ROMK primary – ROMK potassium channel modulators, primary screen, cell-based, thallium flux, MLSMR library; AID 1918, 2009; ATP-sensitive inward rectifier potassium channel 1 (Homo sapiens), P48048; Tet-inducible ROMK, thallium flux fluorescence; actives lie on both sides; B-score at 10 µM; 130,000 tested, 2% active;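 active = signal ratio slope over the read window, or its plate-corrected B-score, at least 3 SD from the plate mean, either direction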;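 also: B-score of the F/F0 ratio slope over 7 to 12 s after thallium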
Target sequence (P48048 whole entry, looked up): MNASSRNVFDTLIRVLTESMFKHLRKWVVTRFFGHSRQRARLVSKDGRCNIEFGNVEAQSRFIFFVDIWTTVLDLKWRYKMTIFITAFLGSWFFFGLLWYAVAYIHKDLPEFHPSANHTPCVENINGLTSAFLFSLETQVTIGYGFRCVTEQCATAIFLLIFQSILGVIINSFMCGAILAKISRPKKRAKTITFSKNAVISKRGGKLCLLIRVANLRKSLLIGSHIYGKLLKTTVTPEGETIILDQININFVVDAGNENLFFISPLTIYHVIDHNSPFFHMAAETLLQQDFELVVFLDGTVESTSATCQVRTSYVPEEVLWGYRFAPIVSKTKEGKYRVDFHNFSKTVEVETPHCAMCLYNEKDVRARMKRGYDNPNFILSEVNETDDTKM
PPARg SRC1 recr – PPARgamma agonists recruiting SRC-1 coactivator, primary screen, biochemical | AID 631, 2007 | Peroxisome proliferator-activated receptor gamma (Homo sapiens), P37231 | PPARgamma-SRC-1 coactivator recruitment biochemical assay | 200,000 tested, 0.41% active | activation, % at 8 µM; in the data active = activation above about 19%;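 also: 0% = DMSO and 100% = reference agonist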
Target sequence (P37231 whole entry, looked up): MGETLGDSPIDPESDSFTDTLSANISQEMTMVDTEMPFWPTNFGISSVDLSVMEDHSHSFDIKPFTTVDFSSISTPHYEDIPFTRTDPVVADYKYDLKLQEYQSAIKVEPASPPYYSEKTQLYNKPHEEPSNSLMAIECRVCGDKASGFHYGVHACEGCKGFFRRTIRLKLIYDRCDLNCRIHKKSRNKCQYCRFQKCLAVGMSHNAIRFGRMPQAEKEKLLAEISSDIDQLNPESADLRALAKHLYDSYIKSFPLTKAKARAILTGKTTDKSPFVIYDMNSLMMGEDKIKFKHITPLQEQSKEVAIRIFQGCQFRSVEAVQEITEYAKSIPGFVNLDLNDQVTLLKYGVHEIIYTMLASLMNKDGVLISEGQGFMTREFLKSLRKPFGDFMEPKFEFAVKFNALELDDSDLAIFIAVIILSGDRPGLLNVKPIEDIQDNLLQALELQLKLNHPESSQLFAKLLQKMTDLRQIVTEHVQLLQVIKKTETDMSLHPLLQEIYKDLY
bIAP inhibitor – bovine intestinal alkaline phosphatase inhibitors, primary screen, selectivity assay for TNAP inhibitor project, biochemical, bovine IAP, CDP-star luminescence. alkaline phosphatase, intestinal [Bos taurus]. inhibition, % at 20 µM. purified bovine IAP, 30 min. 190,000 tested, under 10 active;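 active = over 50% inhibition of intestinal alkaline phosphatase at 20 µM in the single-dose screen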
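Assay system – bovine IAP enzyme · Quantity – bovine IAP at 1/65,000,000 final dilution · Detection – CDP-star luminescence signal · Times – 30 min reaction at room temperature · Also added – CDP-star substrate at 30 µM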
PPARg SRC-3 ag – PPARgamma agonists recruiting SRC-3 coactivator, primary screen, biochemical; Peroxisome proliferator-activated receptor gamma (Homo sapiens), P37231; biochemical PPARgamma/SRC-3 coactivator recruitment assay; activation, % at 8 µM; 200,000 tested, 0.26% active; AID 731, 2007; in the data active = activation above about 23%;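 also: 0% = DMSO and 100% = reference agonist; some compounds past the cut are filed as inactive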
PPARg SRC2 recr – agonists of PPARg-SRC-2 recruitment, primary screen, biochemical, HTS | PPARgamma LBD-SRC-2 recruitment | 200,000 tested, 0.34% active | activation, % at 8 µM | Peroxisome proliferator-activated receptor gamma (Homo sapiens), P37231; in the data active = activation above about 22%;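 also: 0% = vehicle and 100% = reference agonist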
S1P3 antag – S1P3 receptor antagonists, primary screen, cell-based | inhibition, % at 4.98 µM | Sphingosine 1-phosphate receptor 3 (Homo sapiens), Q99500 | 170,000 tested, 0.27% active | CHO S1P3 NFAT-BLA reporter, FRET fluorescence, antagonist mode;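 active = inhibition above the plate cutoff, the mean inhibition of test wells on that plate plus 3 SD, cut at about 28% in these data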;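 also: cells challenged with S1P at its EC80 of 0.8 µM; blue over green emission ratio from cleaved BLA substrate after 4 h stimulation; 0% = S1P-stimulated wells and 100% = unstimulated DMSO-only wells; some compounds past the cut are filed as inactive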
RAM inhibit – inhibitors of the yeast RAM network, primary screen, dse1pr::URA3 reporter, 5-FOA selection; S. cerevisiae dse1pr::URA3 reporter, 5-FOA growth OD615, 2 d; analog-sensitive cbk1-as2 kinase mutant strain; inhibition, % at 50 µM; 190,000 tested, 1.8% active;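 active = inhibition above a set limit, 3 SD over mean compound inhibition, cut at about 8.4% in these data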;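 also: 0% = DMSO-only wells with no growth and 100% = 10 µM 1-NA-PP1 full growth; inhibition rescues growth on 5-FOA so higher OD means more RAM inhibition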
Redox H2O2 prof – compounds producing H2O2 with reducing agent – biochemical, NIH compound library profiling, artefact control for MLSCN library redox annotation, primary screen; activation, % at 10 µM; DTT-dependent redox cycling H2O2, phenol red/HRP absorbance; 100% = 100 µM peroxide control, 0% = buffer; AID 878, 2007; 200,000 tested, 0.03% active;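 active = activation of at least 50% relative to the plate's high and low controls in the primary single-dose screen; inactive = activation below 50%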;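 also: compound incubated with DTT at 0.8 mM final as the reducing agent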
SRC2 TRFRET art – TR-FRET signal artefacts, primary screen, artefact control for PPARgamma SRC-2 agonist project, biochemical; TR-FRET artefact counter-screen; active compounds read high; TR-FRET ratio at 8 µM; 200,000 tested, 0.4% active; in the data active = TR-FRET ratio above about 2000; also: inactives centre near 1500
Efa HMGR inh – inhibitors of E. faecalis class II HMGR, primary screen, biochemical, Enterococcus faecalis; inhibition, % at 10 µM; 190,000 tested, 0.41% active; AID 1066, 2008; purified E. faecalis HMGR, NADPH absorbance 340 nm kinetic; HMG-CoA reductase (Enterococcus faecalis, mvaE);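 active = inhibition above a set limit, the median over all tested compounds plus 3 SD, cut at about 9.5% in these data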;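 also: enzyme runs in reverse so mevalonate oxidation gives rising NADPH absorbance; 0% = complete reaction with DMSO and 100% = background rate lacking mevalonate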
L major viab – Leishmania major promastigote growth inhibition, primary screen; 200,000 tested, 9% active; inhibition, % at 10 µM; Leishmania major promastigotes, resazurin fluorescence viability; AID 1063, 2008; in the data active = inhibition above about 50%;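 also: promastigotes grown with compound for 44 hours at 28 °C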
Starred values were filed as active, the others as inactive; / = not tested or not shown.

SMILES | ROMK primary | PPARg SRC1 recr | bIAP inhibitor | PPARg SRC-3 ag | PPARg SRC2 recr | S1P3 antag | RAM inhibit | Redox H2O2 prof | SRC2 TRFRET art | Efa HMGR inh | L major viab
O=C(c1ccncc1)c1nccn1-c1ccccn1 | -0.34 | -4 | 8 | 0 | 3 | / | 1.6 | -4.2 | 1664 | 4 | -4
Cc1ccc(Nc2nc(CSc3nnc(-c4ccc(F)cc4)n3C)cs2)cc1 | -1.2 | 7 | 5 | 9 | 2 | -3 | 1.2 | 0.0 | 1585 | -3 | 81*
COc1ccc(CCNC(=O)c2c(C)noc2C)cc1 | / | 0 | 8 | 9 | 9 | / | -0.2 | 2.5 | 1552 | -2 | -8
CCO[C@@H]1OC(C(=O)N2CCN(Cc3ccccc3)CC2)=C[C@H](c2coc3ccccc3c2=O)[C@H]1CCCO | / | -5 | -6 | 3 | -4 | 3 | -0.2 | -0.7 | 1365 | -1 | 5
COc1cc2c(C(=O)N3CCN(c4cccc(Cl)c4)CC3)cn(C)c(=O)c2cc1OC | -0.84 | 4 | -7 | -1 | 3 | / | 4.2 | 0.1 | 1417 | -2 | -3
N/C(=N\OC(=O)c1ccc(Cl)cc1)c1cccnc1 | 0.15 | -2 | -1 | 0 | -6 | / | 1.5 | 0.0 | 1533 | 0 | 3
Cc1ccc(-n2nc3ccc(NC(=O)c4ccc5c(c4)OCO5)cc3n2)cc1 | / | 1 | -2 | 4 | 7 | / | 4.4 | -3.0 | 1601 | -6 | -2
O=C(NCC(=O)N1CCN(S(=O)(=O)/C=C/c2ccccc2)CC1)c1ccccc1F | -0.51 | 4 | -9 | 1 | 1 | -21 | 3.8 | 0.3 | 1435 | 1 | -2
CCOc1cccc(OCCCNCCCOC)c1 | -0.72 | 0 | -8 | -5 | 0 | 17 | 0.7 | 2.6 | 1426 | -7 | 88*
Cc1cc(C)nc(NS(=O)(=O)c2ccc(NC(=O)CN3C(=O)c4ccccc4C3=O)cc2)n1 | 1.1 | 0 | 2 | 7 | 4 | / | 1.3 | 0.9 | 1469 | -10 | -5
CC(=O)N1CC2(NC(=O)c3ccccc3N2)c2ccccc21 (centres undefined) | / | 0 | 0 | 3 | 8 | 3 | 1.3 | 0.3 | 1511 | 2 | -9
Cc1ccc(C(C(=O)NC2CCCCC2)N(C(=O)c2csnn2)C2CCCC2)o1 (centres undefined) | / | 4 | 4 | 3 | 3 | -7 | 1.0 | 2.7 | 1523 | -2 | 8
O=C(OCC(O)C(O)COC(=O)c1ccccc1)c1ccccc1 (centres undefined) | 0.38 | -5 | 1 | 0 | -7 | 10 | 0.9 | 2.0 | 1450 | 2 | 3
Cc1cccc(C(=O)N=c2c(C#N)cc3c(=O)n4cccc(C)c4nc3n2Cc2ccco2)c1 | -2.4 | 8 | 5 | 6 | 7 | / | 4.1 | 3.9 | 1670 | 3 | 24
O=C(COC(=O)/C=C/c1ccc([N+](=O)[O-])cc1)NCC1CCCO1 (centres undefined) | -0.0099 | 2 | -5 | -3 | 0 | -4 | 1.5 | -0.1 | 1474 | 1 | 9
COc1cc(C(=O)NCCC(=O)NCCN2CCOCC2)cc(OC)c1OC | 0.71 | 1 | 4 | -2 | -3 | -43 | 1.5 | 2.0 | 1701 | -2 | 2
CCC(=O)Nc1cc2c(C)cc(=O)oc2cc1C | / | 1 | 3 | -1 | 5 | / | 1.6 | -9.5 | 1509 | 0 | -2
O=C(NCc1ccco1)C(C(=O)c1ccc(F)cc1)n1ccccc1=O (centres undefined) | 0.74 | -3 | 7 | -3 | -1 | 2 | -0.8 | -0.5 | 1526 | 0 | -7
O=C1C2C3C=CC(C3)C2C(=O)N1c1ccncc1 (centres undefined) | / | 7 | 5 | -4 | 8 | -17 | 2.1 | 0.9 | 1478 | 3 | -4
CCN(CC)C(=O)CSc1nnc(CCN)o1 | / | 0 | 16 | 7 | 8 | 39 | 2.2 | -3.0 | 1648 | -1 | -5
COc1ccc(N2CCN(CC(=O)NC(=O)NCc3ccco3)CC2)cc1 | 0.26 | 5 | 10 | 0 | 5 | 7 | 2.6 | 0.1 | 1744 | -9 | -3
Cc1cccc(NC(=O)CC23CC4CC(C2)CC(n2nnc(C)n2)(C4)C3)c1 | -0.55 | 0 | 26 | 4 | 3 | 12 | 0.7 | 0.0 | 1500 | -7 | 55*
CSCCC(NS(=O)(=O)c1cc(C(=O)O)ccc1Cl)C(=O)O (centres undefined) | -0.39 | 0 | 6 | 0 | -4 | -10 | 3.8 | 5.7 | 1394 | 1 | -4
Cc1cccc(C)c1NC(=O)CN(C)C(=O)/C=C/c1cccs1 | -0.016 | -8 | 6 | 0 | -3 | -6 | 0.1 | 0.1 | 1549 | -6 | 52*
Cc1nn(C)c(C)c1/C=C/C(=O)O | 0.61 | 5 | -14 | 3 | 3 | -3 | -0.2 | 0.1 | 1713 | 1 | -11
COc1ccccc1N1C(C)=CC(=C(C#N)c2nc3ccccc3s2)C=C1C | / | -3 | 33 | 1 | 2 | 10 | 8.5* | 1.4 | 1521 | 3 | 52*
CC(C)CCNC(=O)CNC(=S)N(CCCN1CCOCC1)Cc1cccs1 | -0.53 | -1 | 3 | 5 | 3 | 9 | 0.0 | -0.2 | 1708 | -3 | -3
O=C(COc1ccc(Cl)cc1Cl)NCC(=O)N/N=C/c1c[nH]c2ccccc12 | -0.022 | -3 | -11 | -3 | -14 | -4 | 9.8* | 0.9 | 1358 | -1 | 70*
O=C1CC(N2CCN(c3ccc(S(=O)(=O)N4CCCC4)cc3)CC2)C(=O)N1c1ccc(F)cc1 (centres undefined) | / | -5 | -2 | 0 | 0 | 4 | 0.8 | -0.2 | 1524 | -2 | -4
COc1cc(NC(=O)Cc2cccs2)c(C(=O)O)cc1OC | 0.51 | 9 | 1 | 2 | 5 | -2 | 6.1 | -0.7 | 1573 | 0 | -5
CC(=O)Nc1cccc(NC(=O)C2CCCN2C(=O)Nc2cccc(F)c2)c1 (centres undefined) | -0.028 | -4 | 4 | 4 | -1 | -16 | -0.5 | 0.0 | 1250 | 2 | 4
Cc1cc(Oc2ccccc2)nc(SCC(=O)Nc2ccc(Cl)cc2Cl)n1 | / | 6 | 15 | 19 | 19 | / | 5.7 | -0.6 | 1714 | 3 | 4
CC(=O)Nc1ccccc1C(=O)C(=O)Nc1ccccc1 | / | 6 | 4 | -2 | 1 | -2 | 0.6 | 0.5 | 1605 | -2 | -2
C/C(=C/C(=O)N1CCc2ccccc21)C(=O)O | -0.16 | 6 | 4 | 4 | 4 | -6 | 0.5 | -0.6 | 1594 | -3 | -4
Cc1ccc(C(=O)CNc2cccc(Cl)c2)cc1 | 1.4 | -6 | -4 | -1 | -5 | -1 | 0.4 | 0.0 | 1372 | -4 | -4
Cc1ccc(/C=C/C(=O)O)cc1S(=O)(=O)NCCCO | / | 3 | 17 | 11 | 11 | / | 0.3 | -0.7 | 1564 | 22* | -8
COc1ccc(-n2cc(CN3CCC(OC)CC3)c(-c3cccc(F)c3)n2)cc1 | -1.9 | -11 | -18 | 3 | -2 | -6 | 0.9 | 0.1 | 1322 | -1 | 9
COc1ccc([N+](=O)[O-])cc1N(CC(=O)O)S(C)(=O)=O | -1.1 | 5 | -14 | 4 | -4 | -10 | -0.6 | 0.5 | 1564 | -10 | 0
COc1ccc(/C=C/C(=O)c2ccc(Cl)cc2)c(OC)c1 | / | -5 | 18 | 1 | 2 | / | 12* | -3.1 | 1402 | -3 | 24
O=c1[nH]c(=O)n(C2CCCO2)cc1Br (centres undefined) | / | -4 | 3 | -5 | -6 | 0 | 1.4 | 0.0 | 1392 | -8 | -5

2 of the compounds above, as comma-separated lines:
Compound,ROMK primary,PPARg SRC1 recr,bIAP inhibitor,PPARg SRC-3 ag,PPARg SRC2 recr,S1P3 antag,RAM inhibit,Redox H2O2 prof,SRC2 TRFRET art,Efa HMGR inh,L major viab
Cc1ccc(C(=O)CNc2cccc(Cl)c2)cc1,1.4,-6,-4,-1,-5,-1,0.4,0.0,1372,-4,-4
Cc1ccc(/C=C/C(=O)O)cc1S(=O)(=O)NCCCO,/,3,17,11,11,/,0.3,-0.7,1564,22*,-8

Other structures follow:
SMILES | ROMK primary | PPARg SRC1 recr | bIAP inhibitor | PPARg SRC-3 ag | PPARg SRC2 recr | S1P3 antag | RAM inhibit | Redox H2O2 prof | SRC2 TRFRET art | Efa HMGR inh | L major viab
CCOc1ccccc1C1CC(=O)NC2=C1C(=O)CC(C)(C)C2 (centres undefined) | / | -5 | 3 | 10 | 2 | -6 | 1.1 | -0.1 | 1386 | -2 | -5
CCN(CC)CCOC(=O)c1cccc(OC)c1 | / | -8 | -5 | -2 | 6 | 12 | 1.3 | 1.2 | 1544 | 0 | -5
Cc1cc2cc(CN(CC3CCCO3)C(=S)NCc3ccco3)c(=O)[nH]c2cc1C (centres undefined) | / | 2 | / | 8 | 3 | 5 | 0.6 | 0.0 | 1513 | 1 | 5
Clc1ccc(/C=N/NC2=Nc3cccc4cccc2c34)cc1 | / | 5 | 13 | 6 | -1 | 3 | 1.9 | 0.7 | 1579 | -1 | -1
CC(C)c1ccc(OCc2cccc(C(=O)N/N=C/c3cccnc3)c2)cc1 | 0.77 | -4 | 3 | 0 | -8 | -3 | 0.7 | -0.3 | 1463 | 2 | 16
O=c1c2ccccc2oc2ncccc12 | / | -9 | -2 | -13 | -5 | -22 | 2.1 | 0.3 | 1543 | -1 | 0
O=C(Nc1ccc(F)cc1F)c1cncc(Br)c1 | 0.32 | -12 | 6 | 1 | -12 | -2 | 1.8 | -0.1 | 1391 | -3 | 1
Cc1ccc(S(=O)(=O)/N=C(\CN2CCCCC2)N2CCOCC2)cc1 | -0.46 | 6 | 26 | -5 | 2 | -6 | 0.3 | -0.4 | 1537 | 1 | -6
Clc1c(CSc2nc3ccccc3o2)nc2ccccn12 | -0.038 | -8 | 10 | 9 | 5 | 27 | -0.9 | -0.5 | 1589 | -5 | 14
CCOC(=O)c1oc2cc(C)cc(O)c2c(=O)c1-c1csc(C)n1 | -1.8 | 0 | 12 | 4 | 6 | / | 2.6 | 0.1 | 1463 | 0 | -6
CCCS/C(N)=N/N=C/c1cc(C)ccc1O | 0.4 | 5 | 29 | 0 | 7 | / | 0.5 | 0.1 | 1572 | -6 | 1

High-throughput results from PubChem.
